Growth percent in the NCI-60 one-dose screen (48 h, 10 µM unless noted): 100 = growth as untreated, 0 = no growth, -100 = all killed.
NCI-H322M = NCI-H322M lung cancer; actives 2.7% (n = 80,000); AID 1794733
NCI-H522 = NCI-H522 lung cancer | actives 8% (n = 78,000) | AID 1794739
SW-620 = SW-620 colon cancer; actives 5.2% (n = 82,000); AID 1794795
HCT-15 = HCT-15 colon cancer; actives 5.2% (n = 82,000)
COLO 205 = COLO 205 colon cancer; actives 7.3% (n = 79,000)
HT29 = HT29 colon cancer. actives 7.4% (n = 81,000). AID 1794748
NCI-H460 = NCI-H460 lung cancer | actives 6.8% (n = 82,000) | AID 1794736
NCI-H23 = NCI-H23 lung cancer; actives 4% (n = 80,000); AID 1794731
NCI-H226 = NCI-H226 lung cancer | actives 3.5% (n = 79,000)
The depositor's hits bear a star. Rule for the calls: active = growth percent below 10; inactive = the rest.

What do the screens show for `O=P(O)(OCC(Br)CBr)OCC(Br)CBr` (stereo unspecified)?
NCI-H322M: 103; NCI-H522: 107; SW-620: 104; HCT-15: 100; COLO 205: 118; HT29: 103; NCI-H460: 105; NCI-H23: 101; NCI-H226: 94

Results for O=c1cc/c(=N\Nc2ccccc2)c(=O)/c1=N/Nc1ccccc1 ?
NCI-H322M: 94; NCI-H522: 110; SW-620: 99; HCT-15: 104; COLO 205: 137; NCI-H460: 96; NCI-H23: 94; NCI-H226: 108

How did Cc1ccc(NCC(O)C(O)C(O)CO)cc1C (stereo unspecified) do in these assays?
NCI-H322M: 80; NCI-H522: 72; SW-620: 110; HCT-15: 107; COLO 205: 116; HT29: 82; NCI-H460: 107; NCI-H23: 102; NCI-H226: 100

How did COc1ccc(-c2nc3ccc(-c4nnc(SCC(=O)Nc5ccc(Cl)cc5)o4)cc3[nH]2)cc1OC do in these assays?
NCI-H322M: 78; NCI-H522: 57; SW-620: 53; HCT-15: 65; COLO 205: 99; HT29: 92; NCI-H460: 86; NCI-H23: 91; NCI-H226: 87

How did O=C(/C=C(/C=C/c1csc2ccccc12)OB(F)F)/C=C/c1csc2ccccc12 do in these assays?
NCI-H322M: 97; NCI-H522: 2.3*; SW-620: 5.2*; HCT-15: 11; COLO 205: -2.0*; HT29: 16; NCI-H460: 67; NCI-H23: 23; NCI-H226: 28

What do the screens show for `CC(=O)/C(=C\n1c(=S)[nH]c2ccccc21)C(=O)Nc1ccccc1`?
NCI-H322M: 96; NCI-H522: 92; SW-620: 100; HCT-15: 103; COLO 205: 98; HT29: 102; NCI-H460: 107; NCI-H23: 85; NCI-H226: 89

What do the screens show for `O=C1/C(=C\c2cccn2CCCCCCn2c3ccccc3c(=O)c3ccccc32)c2ccccc2N1c1c(Cl)cccc1Cl`?
NCI-H322M: 99; NCI-H522: 91; SW-620: 108; HCT-15: 67; COLO 205: 93; HT29: 106; NCI-H460: 109; NCI-H23: 101; NCI-H226: 82

What do the screens show for `Cc1cc(C)c2c(C(=O)/C=C/c3ccc4c(c3)Sc3ccccc3N4C)cc(C(=O)c3ccc(Br)cc3)n2c1`?
NCI-H322M: 93; NCI-H522: 98; SW-620: 97; HCT-15: 99; COLO 205: 111; HT29: 103; NCI-H460: 103; NCI-H23: 104; NCI-H226: 102

Results for COc1cc(C2CC(=O)Nc3c2cc(Br)c2ccccc32)cc(Br)c1OC (stereo unspecified) ?
NCI-H322M: 41; NCI-H522: 21; SW-620: 18; HCT-15: 40; COLO 205: 37; HT29: 6.8*; NCI-H460: 11; NCI-H23: 59; NCI-H226: 27

What do the screens show for `CCOC(=O)c1c2c(c(C)n1C)-c1ncncc1CC2`?
NCI-H322M: 148; NCI-H522: 101; SW-620: 107; HCT-15: 100; COLO 205: 116; HT29: 97; NCI-H460: 102; NCI-H23: 99; NCI-H226: 91

What do the screens show for `Oc1ccc(-c2nc3cc4nc5ccccc5[nH]c4cc3n2)cc1`?
NCI-H322M: 102; NCI-H522: 90; SW-620: 97; HCT-15: 101; COLO 205: 112; HT29: 100; NCI-H460: 91; NCI-H23: 85; NCI-H226: 98

How did O=C(OCCO)N1CCN(CCO)CC1 do in these assays?
NCI-H322M: 120; NCI-H522: 97; SW-620: 103; HCT-15: 106; COLO 205: 113; HT29: 104; NCI-H460: 107; NCI-H23: 98; NCI-H226: 96

How did COc1cccc2nc(Nc3ccc(NC(=O)c4ccc5ncccc5c4)cc3)ccc12 do in these assays?
NCI-H322M: 81; NCI-H522: 100; SW-620: 98; HCT-15: 52; COLO 205: 103; HT29: 63; NCI-H460: 85; NCI-H23: 93; NCI-H226: 97

What do the screens show for `Cc1nn(-c2ccccc2)c(Oc2ccccc2)c1-c1nc2ccc(C(=O)O)cc2[nH]1`?
NCI-H322M: 99; NCI-H522: 99; SW-620: 105; HCT-15: 108; COLO 205: 120; HT29: 111; NCI-H460: 102; NCI-H23: 112; NCI-H226: 104

Results for Cc1nn(-c2ccccc2)c(-n2ccnc2)c1/C=N/Nc1nc(-c2ccccc2)cs1 ?
NCI-H322M: 90; NCI-H522: 87; SW-620: 99; HCT-15: 89; COLO 205: 93; HT29: 93; NCI-H460: 96; NCI-H23: 93; NCI-H226: 75

What do the screens show for `Cc1c(C(=O)/C=C/Nc2ccccc2C(=O)O)sc2nc3ccccc3n12`?
NCI-H322M: 107; NCI-H522: 101; SW-620: 105; HCT-15: 106; COLO 205: 117; HT29: 108; NCI-H460: 106; NCI-H23: 109; NCI-H226: 110

What do the screens show for `COc1ccc(-c2nc(N/N=C/c3ccccc3Br)nc(N3CCOCC3)c2C#N)cc1`?
NCI-H322M: 106; NCI-H522: 104; SW-620: 100; HCT-15: 99; COLO 205: 100; HT29: 101; NCI-H460: 107; NCI-H23: 104; NCI-H226: 106

How did COc1ccc2c(c1)Cc1cc(NC(=O)c3ccccc3-c3ccccc3C(=O)O)ccc1-2 do in these assays?
NCI-H522: 108; SW-620: 99; HCT-15: 106; COLO 205: 103; HT29: 110; NCI-H460: 100; NCI-H23: 85; NCI-H226: 86

What do the screens show for `NC(=S)N/N=C(/c1ccccc1)c1ccccc1N`?
NCI-H322M: 92; NCI-H522: 89; SW-620: 79; HCT-15: 85; COLO 205: 108; HT29: 55; NCI-H460: 102; NCI-H23: 95; NCI-H226: 82

Results for N#Cc1ccc(-n2cnc(NC(=O)[C@H]3CCN(C#N)C3)c2)cc1 ?
NCI-H322M: 44; NCI-H522: -38*; SW-620: 17; HCT-15: 11; COLO 205: -55*; HT29: 16; NCI-H460: 15; NCI-H23: 20; NCI-H226: 26

The final five entries of the part above open the next one.
What do the screens show for `Cc1c(C(=O)/C=C/Nc2ccccc2C(=O)O)sc2nc3ccccc3n12`?
NCI-H322M: 107; NCI-H522: 101; SW-620: 105; HCT-15: 106; COLO 205: 117; HT29: 108; NCI-H460: 106; NCI-H23: 109; NCI-H226: 110

What do the screens show for `COc1ccc(-c2nc(N/N=C/c3ccccc3Br)nc(N3CCOCC3)c2C#N)cc1`?
NCI-H322M: 106; NCI-H522: 104; SW-620: 100; HCT-15: 99; COLO 205: 100; HT29: 101; NCI-H460: 107; NCI-H23: 104; NCI-H226: 106

How did COc1ccc2c(c1)Cc1cc(NC(=O)c3ccccc3-c3ccccc3C(=O)O)ccc1-2 do in these assays?
NCI-H522: 108; SW-620: 99; HCT-15: 106; COLO 205: 103; HT29: 110; NCI-H460: 100; NCI-H23: 85; NCI-H226: 86

What do the screens show for `NC(=S)N/N=C(/c1ccccc1)c1ccccc1N`?
NCI-H322M: 92; NCI-H522: 89; SW-620: 79; HCT-15: 85; COLO 205: 108; HT29: 55; NCI-H460: 102; NCI-H23: 95; NCI-H226: 82

Results for N#Cc1ccc(-n2cnc(NC(=O)[C@H]3CCN(C#N)C3)c2)cc1 ?
NCI-H322M: 44; NCI-H522: -38*; SW-620: 17; HCT-15: 11; COLO 205: -55*; HT29: 16; NCI-H460: 15; NCI-H23: 20; NCI-H226: 26

How did Cc1nn(CC(O)c2ccccc2)c(N)c1C(=O)N/N=C\c1ccc(OC(F)F)c(Oc2ccccc2)c1 (stereo unspecified) do in these assays?
NCI-H322M: 101; NCI-H522: 90; SW-620: 107; HCT-15: 93; COLO 205: 95; HT29: 93; NCI-H460: 99; NCI-H23: 95; NCI-H226: 88

How did O=C1CSC(=S)N1Cc1cccs1 do in these assays?
NCI-H322M: 125; NCI-H522: 79; SW-620: 102; HCT-15: 107; COLO 205: 109; HT29: 98; NCI-H460: 111; NCI-H23: 104; NCI-H226: 102

What do the screens show for `COc1ccc(-c2c(N)n[nH]c2-c2ccc(OC)cc2O)cc1`?
NCI-H322M: 97; NCI-H522: 86; SW-620: 112; HCT-15: 105; COLO 205: 123; HT29: 108; NCI-H460: 111; NCI-H23: 105; NCI-H226: 94

How did N#Cc1cnc2c(C#N)c(Nc3ccccc3)nn2c1-c1ccc(Br)cc1 do in these assays?
NCI-H322M: 88; NCI-H522: 84; SW-620: 102; HCT-15: 97; COLO 205: 101; HT29: 101; NCI-H460: 97; NCI-H226: 96

How did O=c1c2cc3ccncc3n2c(=O)c2cc3ccccc3n12 do in these assays?
NCI-H322M: 93; NCI-H522: 98; SW-620: 109; HCT-15: 101; COLO 205: 102; HT29: 106; NCI-H460: 109; NCI-H23: 94

How did Nc1nn(C(=O)c2ccncc2)cc1-c1ccccc1 do in these assays?
NCI-H322M: 100; NCI-H522: 79; SW-620: 104; HCT-15: 92; COLO 205: 110; HT29: 92; NCI-H460: 105; NCI-H23: 93; NCI-H226: 93

What do the screens show for `Clc1ccccc1Cc1cn2cc(-c3ccc(Br)cc3)nc2s1`?
NCI-H322M: 92; NCI-H522: 91; SW-620: 95; HCT-15: 76; COLO 205: 109; HT29: 94; NCI-H460: 97; NCI-H226: 97

How did CCCCCCCCCC/C=C\C(=O)O do in these assays?
NCI-H322M: 111; NCI-H522: 104; SW-620: 101; HCT-15: 96; COLO 205: 117; HT29: 111; NCI-H460: 110; NCI-H23: 117; NCI-H226: 96

What do the screens show for `O=c1[nH][nH]c(Nc2ccccc2)c1N=Nc1ccc(Cl)cc1`?
NCI-H322M: 87; NCI-H522: 95; SW-620: 107; HCT-15: 91; COLO 205: 117; HT29: 116; NCI-H460: 102; NCI-H23: 98; NCI-H226: 98

What do the screens show for `CC(=O)C(N=Nc1ccc(S(=O)(=O)Nc2nccs2)cc1)C(=O)Nc1ccc(Cl)cc1` (stereo unspecified)?
NCI-H322M: 84; NCI-H522: 91; SW-620: 113; HCT-15: 100; COLO 205: 106; HT29: 116; NCI-H460: 103; NCI-H23: 94; NCI-H226: 90

How did O=C(Nc1cc(Cl)cc(Cl)c1)Nc1ccc2c(ccn2C(=O)c2cccc(F)c2)c1 do in these assays?
NCI-H322M: 97; NCI-H522: 78; SW-620: 82; HCT-15: 69; COLO 205: 103; HT29: 81; NCI-H460: 73; NCI-H23: 94; NCI-H226: 97

Results for CC(=O)Nc1cccc(Nc2c(C#N)cnc3ccc(NC(N)=O)cc23)c1 ?
NCI-H322M: 82; NCI-H522: 74; SW-620: 94; HCT-15: 101; COLO 205: 100; HT29: 84; NCI-H460: 108; NCI-H23: 107; NCI-H226: 95

Results for Cc1cc(SCc2ccccc2)nc(N)n1 ?
SW-620: 105; HCT-15: 104; COLO 205: 127; NCI-H460: 111; NCI-H23: 97; NCI-H226: 115

What do the screens show for `COc1cccc(CC(C)=C(c2ccc(OCCN3CCCCC3)cc2)c2ccc(OCCN3CCCCC3)cc2)c1`?
NCI-H322M: 0.6*; NCI-H522: -75*; SW-620: -71*; HCT-15: -68*; COLO 205: -81*; HT29: -78*; NCI-H460: -73*; NCI-H23: 58; NCI-H226: 80

How did CC(=O)Nc1cc(N2CCOCC2)c2nc(NC(=O)c3[nH]c(C)c(Cl)c3Cl)sc2c1 do in these assays?
NCI-H322M: 92; NCI-H522: 72; SW-620: 84; HCT-15: 67; COLO 205: 104; HT29: 65; NCI-H460: 64; NCI-H23: 77; NCI-H226: 37

How did Cc1ccc2oc(=O)cc(-c3c4nc(c(-c5cc(=O)oc6ccc(C)cc56)c5ccc([nH]5)c(-c5cc(=O)oc6ccc(C)cc56)c5nc(c(-c6cc(=O)oc7ccc(C)cc67)c6ccc3[nH]6)C=C5)C=C4)c2c1 do in these assays?
NCI-H322M: 91; NCI-H522: 84; SW-620: 97; HCT-15: 101; COLO 205: 118; HT29: 93; NCI-H460: 103; NCI-H23: 98; NCI-H226: 104

What do the screens show for `CCOC(=O)COc1ccc(/C=C2\CC/C(=C\c3ccc(OCC(=O)OCC)c(OC)c3)C2=O)cc1OC`?
NCI-H322M: 118; NCI-H522: 80; SW-620: 100; HCT-15: 100; COLO 205: 103; HT29: 89; NCI-H460: 104; NCI-H23: 114; NCI-H226: 104

How did CC(C)CCSc1nc(NC2CC2)c(C#N)c(-c2ccccc2)n1 do in these assays?
NCI-H322M: 106; NCI-H522: 85; SW-620: 106; HCT-15: 103; COLO 205: 126; HT29: 108; NCI-H460: 109; NCI-H23: 97; NCI-H226: 93

Outcome played no part in choosing rows. About 12% of those tested had a hit in this group.
